# Compound activity (PubChem BioAssay)
# uPA surface inh – cell surface uPA generation inhibition; cell surface uPA generation assay, qHTS; Potency, µM (series often up to 38.3 µM), inactives show at the top dose activity change, negative = inhibition, usual class: inhibitors; actives 0.31% (n = 330,000); active = well fitted inhibition curve with a large enough effect; inconclusive = small, poorly fitted or top-dose-only effect; inactive = no such curve, though single readings can be large or run the other way; tested in mouse RAW 264.7 cells; also: potency is read from the fitted curve at half-maximal effect; % is scaled to controls: 0 for no effect and ±100 for the full control effect; nearly all actives have a fitted effect of over 55% in size
# p53 reactivation – mutant p53 re-activation in reporter cells. H1299 p53-A138V BP100-luciferase reporter, luminescence, 24 h. Potency, µM (doses to about 92.2 µM), for inactives: at the top dose activity change, positive = activation, actives largely listed as activators. actives 0.063% (n = 320,000); also: potency is read from the fitted curve at half-maximal effect; % of control where 0% means no effect; nearly all actives have a fitted effect of over 45% in size
#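 H1299 (p53-null), stable ts p53-A138V + BP100-Luc; 1000 cells/well, Opti-MEM/10% FBS; cpd 4 pt, 1:5; 24 h, 37 deg C, 5% CO2; detection reagent 10 min RT; luminescence.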
# a7 integrin act – activates integrin-mediated alleviation for muscular dystrophy; alpha7betagal myoblasts, beta-gal FDG fluorescence, 48 h; Potency, µM (highest dose often 38.3 µM), inactives show top-dose activation, most hits filed as activators; actives 0.064% (n = 350,000);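 also: potency is read from the fitted curve at half-maximal effect; 100% = response of the positive control SU9516; nearly all actives have a fitted effect of over 60% in size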
#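 Alpha7betagal+/- myoblasts (passage 13) were plated 16-24 hr, then exposed to compounds (1:260 dilution of DMSO stock) for 48 hours at 37C. After MPER lysis, β-galactosidase reporter activity was read as FDG fluorescence (ex 480/em 540) after 30 minutes.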
# TSG101-PTAP inh – blocks PTAP/TSG101 interaction to inhibit HIV-1 budding | Q99816 | Fluorescence polarization, FITC-PTAP peptide / Tsg101 binding | Potency, µM (highest dose often 115 µM), inactives show at the top dose activity change, negative = inhibition, usual class: inhibitors | 340,000 tested, under 10 active; active = well fitted inhibition curve with a large enough effect in the main read-out, with a control signal flat, not every such curve was filed as active; inconclusive = small, poorly fitted or top-dose-only effect, or effect the other way, or a change in a side signal; inactive = no such curve, though single readings can be large or run the other way; also: potency is read from the fitted curve at half-maximal effect; % of control where 0% means no effect
#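 Steps: Tsg101 binding domain dispensed (10 uM final), compounds pinned in DMSO, FITC-labeled PTAP-motif peptide added (50 nM final); after 20 min binding at room temperature, polarization measured.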
# ELG1 genotox – inducers of genotoxicity in HEK293T ELG1-luciferase cells; HEK293T ELG1-luciferase reporter, luminescence, 16 h; Potency, µM (titrated, usually from 46 µM), inactives show at the highest dose activity change, positive = activation, actives largely listed as activators; actives 1.3% (n = 330,000); also: potency is read from the fitted curve at half-maximal effect; % of control where 0% means no effect; nearly all actives have a fitted effect of over 60% in size
#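 Screening used a luciferase reporter fused to human ELG1 in HEK293T cells. Luminescence was read on a CCD plate imager after 16 hr exposure and 30 min ONE-Glo incubation.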
# USP2a inh – USP2a (human) protease inhibition; actives 0.01% (n = 330,000); USP2 core, Ub-CHOP2 coupled fluorogenic reporter, 485/531; Potency, µM (series often up to 38.3 µM), inactives show top-dose activity change, negative = inhibition, hits mostly inhibitors; O75604;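 also: potency is read from the fitted curve at half-maximal effect; plate controls were DMSO wells for no effect and full inhibition by NEM control for full effect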
#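 USP2 core (10nM final) preincubated 30min RT with compound in 20mM Tris-HCl pH 8.0, 2mM CaCl2, 2mM beta-mercaptoethanol, 0.05% CHAPS; 25nM Ub-CHOP2 plus 25nM reporter substrate added, fluorescence (Ex485/Em531) read after 60min.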
# S-ASM inh – human S-ASM enzyme inhibition; AID 504937; actives 0.006% (n = 340,000); Potency, µM (series often up to 57.5 µM), inactives show at the highest dose activity change, negative = inhibition, usual class: inhibitors; P17405; placental ASM, HMU-PC fluorogenic substrate, 60 min; also: potency is read from the fitted curve at half-maximal effect
# Target sequence (P17405 47-631 limits assumed): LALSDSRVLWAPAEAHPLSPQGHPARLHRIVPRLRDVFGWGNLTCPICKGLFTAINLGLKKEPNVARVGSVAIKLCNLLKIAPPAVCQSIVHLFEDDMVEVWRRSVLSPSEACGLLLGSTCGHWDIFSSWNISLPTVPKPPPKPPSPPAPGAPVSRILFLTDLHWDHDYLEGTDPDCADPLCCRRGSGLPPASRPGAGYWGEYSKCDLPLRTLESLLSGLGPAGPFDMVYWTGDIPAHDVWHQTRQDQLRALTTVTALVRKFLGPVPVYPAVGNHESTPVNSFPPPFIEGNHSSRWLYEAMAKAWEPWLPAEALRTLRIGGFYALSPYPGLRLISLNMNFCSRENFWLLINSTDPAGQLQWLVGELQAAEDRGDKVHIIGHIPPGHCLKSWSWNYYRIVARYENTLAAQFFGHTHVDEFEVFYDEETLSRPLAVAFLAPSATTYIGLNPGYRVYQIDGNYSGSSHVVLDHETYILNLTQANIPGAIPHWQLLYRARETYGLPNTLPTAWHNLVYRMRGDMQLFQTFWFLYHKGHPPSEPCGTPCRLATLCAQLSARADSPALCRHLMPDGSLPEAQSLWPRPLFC
#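 Human placenta-derived ASM preincubated with compound 10 min at room temperature, then reacted with 9 uM (final) fluorogenic HMU-PC substrate for 60 min at 37 C. Stop solution raises pH to 10; fluorescence read at Ex 386/Em 447 nm.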
# Eya2 inh – blocks the phosphatase activity of human Eya2. recombinant Eya2, OMFP fluorescence dephosphorylation (OMFP is methylfluorescein phosphate). O00167. actives 0.006% (n = 330,000). AID 488837. Potency, µM (doses to about 76.9 µM), for the others: at the highest dose activity, negative = inhibition, hits mostly inhibitors; also: potency is read from the fitted curve at half-maximal effect; % is scaled to controls: 0 for no effect and ±100 for the full control effect
# Target sequence (O00167 whole entry, looked up): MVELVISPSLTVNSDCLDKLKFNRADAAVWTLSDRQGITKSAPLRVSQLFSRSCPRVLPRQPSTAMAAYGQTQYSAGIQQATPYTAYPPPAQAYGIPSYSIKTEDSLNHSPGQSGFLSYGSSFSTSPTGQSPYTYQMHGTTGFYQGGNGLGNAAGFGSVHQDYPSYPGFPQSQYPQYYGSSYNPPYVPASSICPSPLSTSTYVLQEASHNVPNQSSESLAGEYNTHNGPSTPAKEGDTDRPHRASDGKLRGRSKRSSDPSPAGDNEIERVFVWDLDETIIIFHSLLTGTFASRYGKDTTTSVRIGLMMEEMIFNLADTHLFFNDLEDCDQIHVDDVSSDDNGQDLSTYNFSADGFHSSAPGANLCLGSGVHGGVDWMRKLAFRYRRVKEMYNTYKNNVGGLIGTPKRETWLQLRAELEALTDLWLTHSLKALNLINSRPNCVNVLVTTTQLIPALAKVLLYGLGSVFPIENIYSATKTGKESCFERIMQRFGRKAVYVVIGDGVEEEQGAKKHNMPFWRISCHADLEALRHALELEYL
#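 Eya2 protein (added as 0.2 uM solution) was preincubated with compound for 10 min at ambient temperature in 50 mM HEPES pH 7.5, 50 mM NaCl, 5 uM MgCl2, 0.05% BSA, 1 mM DTT. OMFP (added at 50 uM) then reacted 10 min; fluorescence read at 485/525 nm.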
# BRCA1 expr up – increases BRCA1 expression; MCF7-BRCA1-FFLuc reporter, luminescence, 48 h; response scale: scaled: vehicle 0%, 10 µM genistein 100%; actives 1.1% (n = 380,000); Potency, µM (titrated, usually from 46.1 µM), without a hit: top-dose activation, actives largely listed as activators; also: potency is read from the fitted curve at half-maximal effect; nearly all actives have a fitted effect of over 80% in size; some results filed as inactive show a strong effect at the top dose
#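 48 h compound treatment of MCF7-BRCA1-FFLuc cells (phenol-red free MEM, 37 °C), then 15 min with luciferase substrate and luminescence imaging.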
# B2AR arrestin – recruits beta-arrestin to the human beta2-adrenergic receptor; P07550; beta-arrestin recruitment to beta2AR, cell-based reporter; Potency, µM (doses to about 46.1 µM), for inactives: at the highest dose activation, usual class: activators; actives 0.02% (n = 330,000); AID 492947;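 also: potency is read from the fitted curve at half-maximal effect; 0% = DMSO controls and full agonism = EC100 isoproterenol or metaproterenol; nearly all actives have a fitted effect of over 65% in size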
# TRPV1 ag – activates the human vanilloid receptor TRPV1. Q8NER1. TRPV1-expressing cells, Fluo-8 calcium influx, agonist mode. AID 540275. actives 0.19% (n = 320,000). activation, % at 8.33 µM; in the data active = activation above about 80%; inconclusive = between about 30% and that limit; also: 0% is about no effect
#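 Fluo-8 calcium influx in TRPV1-expressing cells, kinetic read (ex 480/em 520 nm). Compound added and read 3 min for agonist activity, followed by capsaicin at EC20 final and 2 min further read for enhancement.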
# The depositor's hits bear a star; ? = inconclusive; . = no result given; & = joins results of further samples; [ ] = remark or other dose. Unless noted, calls follow the shape of the dose curve; as a rule, active = well fitted curve in the direction sought with a large enough effect; inconclusive = small, poorly fitted or top-dose-only effect, or another doubt; inactive = no such curve, though single readings can be large; an effect the other way counts as inactive or inconclusive.
# Below each SMILES – uPA surface inh, p53 reactivation, a7 integrin act, TSG101-PTAP inh, ELG1 genotox, USP2a inh, S-ASM inh, Eya2 inh, BRCA1 expr up, B2AR arrestin, TRPV1 ag
- O=C(Nc1nc(-c2nc3ccccc3s2)cs1)C1CC1
  ?, ?, -2%, 0%, 2.6µM*, -4%, -8%, -38%, ?, 0.1%, -5
- Cn1nccc1NS(=O)(=O)c1ccc(C(C)(C)C)cc1
  2%, 0%, -24%, -3%, -3%, -1%, 4%, -3%, 1%, -0.8%, 11
- O=C(CCCCCNC(=O)N1CCn2c1nc1ccccc12)NCc1ccc(F)cc1
  2%, 3%, 0%, 1%, -1%, 3%, -1%, 4%, 0%, 0.0%, 3
- COc1cc(OC)cc(C(=O)N2CCN(S(C)(=O)=O)CC2)c1
  2%, -1%, 2%, -5%, -3%, 2%, 2%, 1%, 6%, 0.1%, 1
- Cc1nc(COC(=O)c2ccc(CO)cc2)cs1
  0%, ?, 9%, -3%, 1%, -1%, -3%, -22%, -17%, -0.1%, 1
- Cc1nn(Cc2ccc(Cl)cc2)c(C)c1NC(=O)CSc1nc2c(c(C(F)(F)F)n1)CCc1ccccc1-2
  -5%, 2%, -1%, ., -1%, 0%, -2%, 13%, -40%, -0.7%, 5
- COc1ccccc1C(=O)COC(=O)C(CCSC)NC(=O)COc1ccccc1 (centres undefined)
  0%, 4%, -13%, 0%, 0%, 2%, -4%, -11%, -4%, 0.3%, 6
- CCCCP(=O)(CCCC)Cc1ccccc1
  -4%, -2%, 23%, -1%, 1%, 4%, 3%, 5%, -10%, -0.1%, 1
- COc1ccc(OC)c(NS(=O)(=O)c2ccc(-c3coc(C)n3)cc2)c1
  -4%, -26%, 0%, -1%, -2%, 3%, 0%, 9%, 0%, -1.2%, 2
- NS(=O)(=O)c1ccc(O)c(NC(=O)c2ccc([N+](=O)[O-])o2)c1
  -2%, ?, -16%, -4%, -6%, 0%, 0%, ?, -25%, 0.4%, 1
- c1ccc(-n2nnc3ccccc32)cc1
  -8%, ., ., 0%, 1%, 0%, 2%, 4%, 20%, -0.1%, 4
- c1ccc(CCCCc2ccncc2)cc1
  0%, ., 9%, -2%, ., ., 0%, ., 12%, ., .
- Cc1ccc(-c2nnn(CC(=O)N(CC(=O)NC3CCCCC3)c3ccccc3F)n2)o1
  5%, -6%, 4%, 0%, 1%, 3%, 2%, -5%, -13%, -0.1%, 6
- Cc1ccnc2nc(C(=O)OCC(=O)NC3CCCC(C)C3C)nn12 (centres undefined)
  -4%, 3%, 5%, -3%, -1%, 0%, -4%, -12%, 1%, -1.2%, -5
- CCOc1ccccc1CN1CCN(Cc2[nH]c3ccccc3c2C)CC1CCO (centres undefined)
  -6%, -4%, -26%, -2%, -4%, -12%, -2%, -23%, -62%, -0.4%, 6
- CC(/C=C/c1ccc2c(c1)OCO2)=N/NC(=O)c1ccncc1
  ?, 8%, -30%, 2%, -2%, 4%, 1%, 9%, -1%, -0.5%, 5
- COc1ccc(CN2C(=O)c3cccnc3C2=O)cc1S(=O)(=O)N1CCOc2ccc(Cl)cc21
  17%, 11%, 10%, -3%, -5%, 2%, -1%, -16%, 0%, 0.2%, -2
- Cc1cc(C)cc(NC(=O)CSCc2cc(=O)n3ccsc3n2)c1
  2%, 2%, 28%, -5%, -1%, 1%, 1%, -16%, -23%, -0.1%, -1
- COc1ccc(S(=O)(=O)N2CCOC2CNC(=O)C(=O)NCc2ccco2)cc1 (centres undefined)
  0%, -2%, -16%, -3%, 0%, 4%, 0%, -2%, 0%, -0.4%, -2
- O=C(NCc1cccc(Cl)c1)C1CCCN(c2ncnc3c2nc2n3CCCCC2)C1 (centres undefined)
  -3%, 3%, -24%, -2%, -11%, 3%, -3%, 6%, 1%, 0.3%, ?
- CCCCn1c(N)c(N(CCOC)C(=O)c2c(CC)noc2C)c(=O)[nH]c1=O
  6%, -3%, -3%, -9%, 1%, 3%, 36%[activator], 8%, -1%, -0.3%, 1
- COc1ccc(S(=O)(=O)N2CCCC2CNC(=O)C(=O)NCc2ccccc2Cl)cc1 (centres undefined)
  -5%, -6%, -41%, -2%, -12%, 0%, -17%, -35%, -35%, -1.0%, -9
- CC(C)CCOc1cccc(C2c3c(oc4ccccc4c3=O)C(=O)N2CCCN2CCOCC2)c1 (centres undefined)
  6%, ., 0%, -2%, ., ., 3%, ., -3%, ., .
- C=CCSc1nc(C)c(CCCC)c(=O)[nH]1
  ., 0%, 0%, 0%, 1%, 0%, 1%, 2%, 13%, 0.3%, 1
- CCCNc1nc(=S)n(-c2ccccc2)c(C)c1C(C)=O
  -3%, 17%, 11%, -2%, 1%, 2%, -2%, 8%, -7%, -0.4%, 0
- CC(Sc1nc(NCc2ccccc2)nc(N(C)C)n1)C(=O)Nc1ccccc1 (centres undefined)
  ., 4%, -24%[7.66 µM], -4%, 1%, 1%, -14%, -10%, -55%, 0.2%, -4
- CCCCN(C1CCS(=O)(=O)C1)S(=O)(=O)c1ccc(OC)cc1 (centres undefined)
  -4%, 0%, 33%, -1%, -3%, -1%, -2%, 16%, -9%, -0.1%, 4
- Cc1ccc(Nc2[nH]c(=O)c3ccccc3c2C(=O)c2ccccc2)cc1
  7%, ., -9%, -6%, ., ., 13%, ., 16%, ., .
- CCCCCCCn1c2c(c(=N)c3ccccc31)CCC2
  -100%, -8%, -10%, -1%, -9%, -2%, -11%, -6%, -66%, 0.3%, 12
- O=c1c2ccccc2cnn1CCOc1ccccc1
  -6%, 1%, 10%, -8%, ?, 3%, 2%, 4%, ?, 0.2%, 24
- COc1cc(NS(=O)(=O)c2ccc(NC(=S)NC(=O)c3sc4cc(F)ccc4c3Cl)cc2)nc(OC)n1
  8%, -9%, 22%, -10%, -2%, 3%, -2%, -1%, 35%, -1.1%, -1
- CC(C)OCCCNS(=O)(=O)c1ccc2c(c1)OCCO2
  ., 3%, 7%, -3%, 1%, 2%, 4%, 1%, -2%, 0.2%, 0
- CC(=O)c1ccc(-c2csc(N3CCC(C(N)=O)CC3)n2)cc1
  ., 7%, ., ., 8%, 0%&8%, ., -21%&-32%, ., -0.2%&0.2%, .
- CS(=O)(=O)N1CCN(c2nc(-c3ccc(F)cc3)cs2)CC1
  6%, 4%, 4%, 4%, -1%, -2%, -11%, 13%, 18%, -0.2%, 27
- COc1c(Cl)cc(Cl)cc1C(=O)Nc1ccc(NC(C)=O)cc1
  -5%, -2%, 10%, 0%, -3%, -1%, -2%, -5%, 0%, 0.4%, 28
- O=C(NNC(=O)c1cnccc1C(F)(F)F)c1ccc(Cl)cc1
  8%, 0%, 18%, 2%, 2%, -1%, -1%, 10%, -2%, 0.2%, 5
- CC(C)CCNC(=O)c1onc(CSc2nc3ccccc3[nH]2)c1C(=O)NCCC(C)C
  10%, 13%, 10%, -10%, -1%, 5%, -15%, 7%, -48%, 0.1%, ?
- COC(=O)C1=C(C)NC(=O)NC1c1ccc(-c2ccc(F)cc2)o1 (centres undefined)
  3%, 3%, 10%, -5%, -3%, 3%, -1%, 4%, -14%, -0.1%, 1
- COC(=O)c1ccc(Cn2nnc3ccccc3c2=O)o1
  -12%, -1%, 18%, -5%, 2%, -2%, 9%, -6%, 0%, 0.0%, 1
- CCN(CC)S(=O)(=O)c1cccc(NC(=O)CN2C(=O)NC3(CCC(C)CC3)C2=O)c1 (centres undefined)
  -5%, -12%, 4%, -1%, 5%, 0%, 2%, -16%, -8%, -0.3%, 2
- Cc1cccc(C(=O)N[C@H](C(=O)Nc2ccc3c(c2)OCO3)C(C)C)c1
  2%, -4%, -22%, 1%, 8%, 3%, -2%, 3%, -3%, -0.3%, .
- O=C(Nc1ccc(O)c(-c2nc3ccccc3o2)c1)C1(c2ccc([N+](=O)[O-])cc2)CCCC1
  0%, 17%, 0%, 1%, -2%, 1%, -1%, -3%, -31%, -1.0%, -1
- CCOC(=O)CCCCC(=O)c1[nH]c(=O)[nH]c1CSc1nc2ccccc2[nH]1
  -1%, 10%, -16%, -4%, 3%, 4%, 1%, -3%, 1%, 6.6%, -5
- O=c1c2cc(NC(=S)NCCCN3CCC(Cc4ccccc4)CC3)ccc2nc2n1CCCCC2
  -16%, -3%, -31%, -11%, -8%, 1%, 0%, -4%, -34%, -0.1%, 1
- COc1ccccc1NC(=O)CCc1nc(-c2ccccc2F)no1
  0%, -2%, 0%, 0%, 0%, 0%, -4%, -1%, 0%, -0.2%, 6
- O=S(=O)(c1cccc(Br)c1)N1CCN(C(=S)NCC2CCCO2)CC1 (centres undefined)
  7%, -1%, 7%, 0%, 0%, 2%, ., 6%, -6%, -1.4%, ?
- Cc1ccnc(NS(=O)(=O)c2ccc(CC(C)C)cc2)c1
  -5%, 1%, 2%, -4%, -3%, 3%, 2%, 4%, 2%, -0.3%, 10
